# Source: PubChem (National Center for Advancing Translational Sciences (NCATS))
# POLH inh: inhibitors of human DNA polymerase eta | Potency, µM (titrated, usually from 114 µM), without a hit: at the top dose activity change, negative = inhibition, most hits filed as inhibitors | Q9Y253 | recombinant Pol eta, fluorescent DNA replication assay | actives 1.2% (n = 390,000); further: potency means the concentration at half of the fitted maximal effect; on the % scale 0 is the no-effect control and ±100 the full control effect
# Target sequence (Q9Y253 whole entry, looked up): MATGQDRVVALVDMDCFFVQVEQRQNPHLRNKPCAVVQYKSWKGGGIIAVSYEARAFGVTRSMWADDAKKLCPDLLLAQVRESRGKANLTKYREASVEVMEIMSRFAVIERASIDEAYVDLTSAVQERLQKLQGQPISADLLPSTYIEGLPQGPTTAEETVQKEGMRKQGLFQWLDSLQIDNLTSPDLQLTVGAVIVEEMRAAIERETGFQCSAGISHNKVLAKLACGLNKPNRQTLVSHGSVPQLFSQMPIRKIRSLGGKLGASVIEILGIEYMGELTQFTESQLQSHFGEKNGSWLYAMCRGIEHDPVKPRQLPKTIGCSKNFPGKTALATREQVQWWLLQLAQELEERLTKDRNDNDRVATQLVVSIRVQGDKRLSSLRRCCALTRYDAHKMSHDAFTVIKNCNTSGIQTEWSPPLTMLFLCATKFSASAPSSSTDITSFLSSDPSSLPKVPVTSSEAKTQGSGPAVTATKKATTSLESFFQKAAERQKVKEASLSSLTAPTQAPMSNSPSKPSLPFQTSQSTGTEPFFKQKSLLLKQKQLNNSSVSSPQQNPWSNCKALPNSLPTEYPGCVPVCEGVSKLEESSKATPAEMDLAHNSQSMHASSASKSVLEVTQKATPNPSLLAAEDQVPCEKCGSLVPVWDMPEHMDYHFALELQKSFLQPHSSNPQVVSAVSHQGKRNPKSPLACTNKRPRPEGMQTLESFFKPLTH
#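 Pol eta (10 nM) was preincubated with compounds for 15 min at room temperature, after which fluorescent replication substrate (50 nM final) was added to start the reaction. Fluorescence was read kinetically at 0 and 10 min.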
# POLK inh: inhibitors of human DNA polymerase kappa | Potency, µM (doses to about 107 µM), for inactives: at the top dose activity, negative = inhibition, actives largely listed as inhibitors | purified Pol kappa, fluorescent DNA synthesis assay, 10 min | actives 0.53% (n = 400,000) | Q9UBT6; further: potency means the concentration at half of the fitted maximal effect; on the % scale 0 is the no-effect control and ±100 the full control effect
#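 Activity was followed as the change in fluorescence between reads at 0 and 10 min after starting the reaction with 50 nM substrate. Beforehand, 10 nM polymerase had been preincubated with compound for 15 min at room temperature.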
# BLM helicase inh: Bloom syndrome helicase (human) inhibition | actives 0.2% (n = 350,000) | Potency, µM (top dose mostly 56.1 µM), without a hit: at the highest dose activity change, negative = inhibition, most hits filed as inhibitors | recombinant BLM DNA unwinding, fluorescence dequenching | P54132;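 further: potency means the concentration at half of the fitted maximal effect; plate controls were vehicle for no effect and no enzyme for full effect; nearly all actives have a fitted effect of over 35% in size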
# RXFP1 antagonist: blocks the human relaxin receptor RXFP1; activity change, negative = inhibition, % at 57.5 µM; Q9HBX9; actives 0.59% (n = 350,000); HEK293-RXFP1, relaxin-stimulated cAMP HTRF, 30 min; stronger effect = lower value;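 active means activity change of -60% or lower, but not beyond a set lower limit; inconclusive means change between -60% and -40%, or beyond the set limit; inactive means change above -40%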; further: on the % scale 0 is the no-effect control and ±100 the full control effect
# Apoferritin bind: binds horse apoferritin like a general anesthetic. AID 485281. Potency, µM (titrated, usually from 77.5 µM), for the others: at the highest dose activity change, negative = displacement, actives largely listed as inhibitors. apoferritin/1-aminoanthracene competitive binding, fluorescence. P02791. actives 0.074% (n = 350,000); further: potency means the concentration at half of the fitted maximal effect; on the % scale 0 is the no-effect control and ±100 the full control effect; nearly all actives have a fitted effect of over 20% in size
#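 Concentration-response curves derived by four-parameter Hill fitting of normalized fluorescence, where compounds displaced 1-AMA from 10 uM horse apoferritin following a brief 10 min room-temperature incubation; propofol titration acted as positive control.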
# Tb PGK inh: T. brucei PGK inhibition | actives 0.043% (n = 380,000) | Potency, µM (series often up to 57.5 µM), for the others: at the highest dose activity change, negative = inhibition, hits mostly inhibitors | P07378 | PGK/GAPDH coupled, Kinase-Glo luminescence, 60 min; further: potency means the concentration at half of the fitted maximal effect; on the % scale 0 is the no-effect control and ±100 the full control effect; nearly all actives have a fitted effect of over 60% in size
#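 Luminescent ATP detection (Kinase-Glo Plus) follows a 60-minute room-temperature incubation, with wells lacking PGK as controls. Buffer: 100 mM TEA (pH 7.6), 5 mM MgCl2, 0.01% Tween-20. Coupling enzyme GAPDH (100 nM final) supplies unstable 1,3-BPG in-well.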
# Pol beta inh: blocks human DNA polymerase beta activity; actives 1.3% (n = 340,000); AID 485314; P06746; Pol beta primer extension/strand displacement, fluorescence kinetic; Potency, µM (series often up to 114 µM), for inactives: at the highest dose activity change, negative = inhibition, actives largely listed as inhibitors; further: potency means the concentration at half of the fitted maximal effect; on the % scale 0 is the no-effect control and ±100 the full control effect
#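 Pol beta (10 nM) was preincubated with compound for 15 min at room temperature. The reaction was then started with 50 nM substrate and read immediately and after a further 10 min at room temperature.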
# APE1 inh: blocks human APE1 abasic DNA cleavage; actives 0.35% (n = 350,000); Potency, µM (series often up to 65.8 µM), for inactives: at the highest dose activity change, negative = inhibition, actives largely listed as inhibitors; recombinant APE1, TAMRA/BHQ-2 abasic DNA cleavage fluorescence; P27695;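 further: potency means the concentration at half of the fitted maximal effect; plate controls were vehicle for no effect and reference inhibitor for full effect; nearly all actives have a fitted effect of over 55% in size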
# Target sequence (P27695 whole entry, looked up): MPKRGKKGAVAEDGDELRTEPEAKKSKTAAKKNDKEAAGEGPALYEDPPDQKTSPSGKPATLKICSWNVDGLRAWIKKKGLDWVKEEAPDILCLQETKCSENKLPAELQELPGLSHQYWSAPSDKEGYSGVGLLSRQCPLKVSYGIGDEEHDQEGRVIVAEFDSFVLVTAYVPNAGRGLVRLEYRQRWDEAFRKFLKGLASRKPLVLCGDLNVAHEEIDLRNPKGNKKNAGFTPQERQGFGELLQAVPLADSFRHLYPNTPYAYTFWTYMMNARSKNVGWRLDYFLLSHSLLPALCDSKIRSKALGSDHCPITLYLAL
#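 Step 1: APE1 (0.75 nM) with compound, 15 min RT. Step 2: add 50 nM fluorophore/quencher THF duplex. Step 3: three fluorescence reads 60 s apart (525/598 nm); read 3 minus read 1 = reaction progress.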
# POLI inh: blocks human DNA polymerase iota activity; Q9UNA4; Pol iota fluorescent replication assay, 10 min; Potency, µM (top dose mostly 115 µM), inactives show at the highest dose activity, negative = inhibition, hits mostly inhibitors; actives 1% (n = 390,000); AID 588590; further: potency means the concentration at half of the fitted maximal effect
#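 Fluorescent replication assay read twice, at 0 min and 10 min after adding 50 nM (final) substrate. Enzyme (10 nM) and compounds were first incubated 15 min at room temperature; enzyme-free buffer wells were negative controls.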
# * = called active by the depositor; i = inactive; ? = inconclusive; / = not tested or not shown; & = joins results of further samples; [ ] = remark or other dose. Unless noted, the call rests on the fitted dose curve; in most records, active means well fitted curve in the direction sought with a large enough effect; inconclusive means small, poorly fitted or top-dose-only effect, or another doubt; inactive means no such curve, though single readings can be large; an effect the other way counts as inactive or inconclusive. A portion of the library; rates above refer to the full screens.
Molecule,POLK inh,Pol beta inh,Apoferritin bind,RXFP1 antagonist,POLI inh,BLM helicase inh,Tb PGK inh,APE1 inh,POLH inh
CCOP(=O)(OCC)C(NC(=O)Nc1ccc(C)cc1)C(N)=O (stereo not drawn),-7.4%,13.4%,0.9%,13.6,24.4%,-5.7%,-1.1%,-1.5%,0.8%
Cc1c(Cl)cccc1NC(=O)Cn1cc2c(n1)CCCC2,-20.5%,11.6%,-13.0%,-3.6,-7.5%,-3.9%,i,/,-6.0%
S=C(Nc1ccc(Br)cc1)Nc1ccc2c(c1)OCCO2,-2.8%,-5.8%,-15.4%,-3.2,14.8%,-11.8%,i,45.4%[activator],-4.1%
COc1ccc(NC(=O)C2CC(=O)N(c3cc(C)ccc3C)C2)cc1 (stereo not drawn),-20.3%,-17.1%,-5.9%,-12.2,0.9%,-4.3%,-1.4%,3.6%,-5.7%
CCOC(=O)c1c(NC(=O)CSc2nnc3c(Cl)cc(Cl)cn23)sc2c1CCC2,-2.9%,-1.1%[57.1 µM],7.1%,-10.5,13.4%,5.2%,2.2%,17.3%,-13.4%
O=c1c2ccccc2ncn1-c1ccc(Br)cc1[N+](=O)[O-],0.1%,-4.9%,-4.9%,4.0,26.1%,-0.6%,-3.0%,8.3%,-21.2%
CCC(C)c1ccc2oc(-c3ccc(NC(=O)c4cc5ccccc5o4)cc3)nc2c1 (stereo not drawn),-11.5%,-9.7%,-4.6%,-2.5,31.8%[activator],-7.0%,/,/,/
O=C(Nc1ccccc1F)Oc1cccc(OC(=O)Nc2ccccc2F)c1,2.6%,17.5%,-1.4%,-4.2,3.0%,-5.5%,-5.3%,-0.5%,-12.9%
OCCNCC(O)Cn1c2ccccc2c2ccccc21 (stereo not drawn),20.3%,-28.4%,-6.4%,-5.8,23.8%,0.7%,-3.0%,6.4%,-6.6%
COc1ccc(NC(=O)CCc2nc3c(C)nn(-c4ccc(C)cc4)c3n(C)c2=O)c(OC)c1,-5.0%[60.1 µM],0.3%,3.9%,-17.2,-15.5%,0.4%,i,/,9.3%
CCCCN(C)CCNC(=O)C(NC(=O)C1CCC(C)CC1)C(C)C (stereo not drawn),14.9%,2.5%,-4.1%,-6.3,3.7%,0.2%,i,-1.6%,-20.6%
CCC(Sc1nc2c(sc3ccccc32)c(=O)n1CCCC(=O)NC1CCCC1)C(=O)Nc1cccc(OC)c1 (stereo not drawn),-2.4%,-0.4%,5.3%,5.5,14.5%,-0.7%,i,/,-4.6%

# (cont.)
Molecule,POLK inh,Pol beta inh,Apoferritin bind,RXFP1 antagonist,POLI inh,BLM helicase inh,Tb PGK inh,APE1 inh,POLH inh
Cc1nc2c(c(C)c1CCC(=O)NCc1ccc(Cl)cc1)c(=O)n(C)c(=O)n2C,-2.4%,21.9%,-0.7%,/,31.0%[activator],1.1%,i,/,-16.8%
Cc1ccc(C(=O)NCC(c2cccs2)S(=O)(=O)c2cccs2)cc1 (stereo not drawn),0.9%[60.1 µM],0.2%,-17.6%,/,31.3%[activator],-1.6%,i,/,-24.6%
COc1ccc(C)cc1NC(=O)CCC(=O)Nc1nnc(C2CCCCC2)s1,-0.7%,37.2%,4.7%,-15.5,31.4%[activator],-3.0%,-7.9%,35.4%,-17.0%
CNC(=S)NNc1nc(N2CCOCC2)nc(N2CCOCC2)n1,-2.1%,-4.4%,-5.5%,13.3,15.6%,-1.8%,3.3%,-0.4%,-5.9%
NC(=O)c1cc2ccc(O)cc2oc1=Nc1ccccc1,-10.9%,-2.9%,290.7%[activator],3.1,8.2%,-0.1%,-13.4%,-5.1%,-13.5%
COc1ccc2c(c1)CC(C(=O)NCCCN1CCN(c3ccc(F)cc3)CC1)CO2 (stereo not drawn),-9.3%[60.1 µM],23.1%,-0.7%,-0.8,26.9%,-7.3%,-6.7%,/,-13.2%
O=C(Nc1ccccc1Cl)NC1CCCCCCC1,-13.9%,-9.9%,?,2.8,7.2%,-2.4%,3.0%,13.8%,-25.6%
CCOc1ccc(-n2ccnc(SCC(=O)Nc3cccc(OC)c3)c2=O)cc1,0.5%,/,/,2.6,?,/,-8.1%,-46.5%,-15.9%
Cc1cc(=O)oc2cc(OCC(=O)N3CCCC3)c(Cl)cc12,4.7%,/,/,-0.9,1.0%,/,-6.2%,15.1%,-12.9%
CCN(C[C@H]1N[C@@](C)(C(=O)OC)[C@H]2C(=O)N(Cc3ccccc3)C(=O)[C@@H]12)C(=O)COC,0.4%,/,/,/,?,/,2.2%,-1.2%,-4.1%
O=C(CCS(=O)(=O)c1ccccc1)Nc1ccc(Cl)cn1,-17.0%,31.6µM*,-8.8%,5.1,17.4%,-1.9%,-18.7%,-4.9%,-4.2%
CCCCCCNC(=O)Nc1ccccc1,-20.1%,1.4%,?,6.8,-20.0%[58.9 µM],0.1%,-7.1%,1.1%,-4.5%

# Following part.
Molecule,POLK inh,Pol beta inh,Apoferritin bind,RXFP1 antagonist,POLI inh,BLM helicase inh,Tb PGK inh,APE1 inh,POLH inh
CN(C)CCCNc1ncnc2c1cnn2-c1ccccc1,-2.9%,57.4%,0.8%,/,-26.3%,15.2%,i,14.5%,-9.1%
O=C(CSc1nnc(-c2ccco2)n1Cc1ccccc1)NCc1ccccc1,-6.4%,33.3%,-5.9%,8.8,10.5%,5.7%,-6.9%,-2.1%,-7.9%
CC(=O)c1cccc(NC(=S)NC(=O)c2ccc(Cl)cc2)c1,9.7%,33.9%,-2.1%,/,5.7%,-0.5%,4.1%,17.0%,-20.5%
NC(N)=Nc1nc(-c2ccccc2)c2cc(Cl)ccc2n1,-6.8%,?,-18.2%,-33.2,-24.8%,53.9%[activator],0.2%,-3.0%,-1.5%
O=S(=O)(CCN1CCOCC1)c1ccc(OC(F)(F)F)cc1,-5.2%,27.9%,-8.3%,1.2,33.0%[activator],-3.2%,i,29.3%,-18.0%
O=c1c2ccccc2nnn1CSc1nc2cc(Cl)ccc2c(=O)n1Cc1ccco1,-18.7%,/,/,-4.5,/,/,-2.8%,/,0.4%
CCOc1ccccc1C1CC(=O)Nc2cc(OC)c(OC)cc21 (stereo not drawn),1.2%,-1.1%,-2.0%,-1.4,67.3%[activator],-2.8%,-3.6%,-3.6%,-11.5%
O=C(N/N=C/c1ccc([N+](=O)[O-])o1)c1sc2ccccc2c1Cl,50.1µM*,?,1.2%,0.2,20µM*,-9.3%,-10.1%,0.7%,?
CCC1CN(C(=O)N2CCC(C(=O)NCc3ccc(C)o3)CC2)c2ccccc2O1 (stereo not drawn),-5.9%&-2.1%,2.1%&5.8%,-3.7%&2.0%,3.5&-10.8,-0.8%&13.1%,1.1%&3.3%,2.1%,21.7%,-4.5%&-7.3%
COc1ccc(/C=C(\C#N)C(=O)NCc2cccnc2)cc1OC,-10.9%,22.2%,-11.0%,-33.0,27.7%,-3.3%,4.6%,0.8%,-7.4%
O=C(Nc1ccccc1F)c1ccc(S(=O)(=O)NCC2CCCO2)cc1 (stereo not drawn),-3.7%,42.1%[activator],-11.7%,12.1,-6.0%,-2.1%,7.1%[11.5 µM],0.0%,-6.1%
CC(=O)c1ccc(OCc2cc(C(=O)NCCN3CCCC(O)C3)no2)cc1 (stereo not drawn),-4.5%,5.9%,-10.9%,13.2,-24.5%,0.2%,-14.9%,14.8%,-5.7%

# Another view of some results above.
# Results follow in this order: POLK inh | Pol beta inh | Apoferritin bind | RXFP1 antagonist | POLI inh | BLM helicase inh | Tb PGK inh | APE1 inh | POLH inh
O=c1c2ccccc2nnn1CSc1nc2cc(Cl)ccc2c(=O)n1Cc1ccco1
  -18.7% | / | / | -4.5 | / | / | -2.8% | / | 0.4%
CCOc1ccccc1C1CC(=O)Nc2cc(OC)c(OC)cc21 (stereo not drawn)
  1.2% | -1.1% | -2.0% | -1.4 | 67.3%[activator] | -2.8% | -3.6% | -3.6% | -11.5%

# New compounds follow.
Molecule,POLK inh,Pol beta inh,Apoferritin bind,RXFP1 antagonist,POLI inh,BLM helicase inh,Tb PGK inh,APE1 inh,POLH inh
O=C1CC(c2ccccc2)CC(O)=C1C=NCc1ccc(Cl)cc1 (stereo not drawn),-10.9%,34.2%,-13.2%,9.9,12.7%,0.6%,/,-4.7%,-4.5%
O=C(N/N=C/c1c(O)ccc2ccccc12)c1ccc[n+](CCO)c1,-1.9%,0.8%,-14.2%,-30.7,3.5%,-0.5%,i,-5.8%,-15.4%
Cc1nc2ccc(NC(=O)c3cccc(S(=O)(=O)N(C)c4ccccc4)c3)cc2s1,-16.6%,-7.2%,3.2%,/,-15.4%,-9.5%,-0.9%,-2.6%,-15.9%
COc1ccc(/C=N\NC(=O)c2cccc(F)c2)cc1COc1ccccc1,-11.6%,/,/,-10.5,-23.9%,/,1.3%,/,-9.3%
CC(C)N1C(=O)/C(=C\c2nc3ccccc3c(=O)n2-c2ccccc2)c2ccccc21,-5.0%,-12.3%,-11.6%,-17.8,-12.8%,-10.0%,-7.2%,-3.9%,-12.5%
Cc1ccc2nsnc2c1S(=O)(=O)Nc1cccc2nsnc12,-14.5%,10.9%,-20.1%,11.2,?,0.2%,4.2%,0.5%,?
CCCCCOc1ccc(NC2=CC(=O)CCC2)cc1,-12.6%,29.6%,-21.7%,-1.9,41.5%[activator],-6.3%,1.1%,-11.5%,-9.0%
O=C(NCCc1c[nH]c2ccccc12)c1ccc(Cl)cc1,4.8%,-0.6%,-13.3%,-3.7,32.4%[activator],-7.5%,-1.8%,22.5%,-8.3%
CC(C)[C@H]1COCCS(=O)(=O)N1Cc1ccccc1-c1cccc2c1oc1ccccc12,0.4%,/,/,/,10.7%,/,4.8%,1.9%,-23.6%
